Screening results deposited in PubChem by The Scripps Research Institute Molecular Screening Center.
UHRF1 binding: human UHRF1 methylated DNA binding inhibitors; Q96T88; inhibition, % at 4.4 µM; UHRF1 binding to methylated oligo, TR-FRET; hit rate 0.75% among 370,000; AID 687016; in the data active = inhibition above about 21%;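 note: UHRF1 SRA domain binding a hemimethylated CpG hairpin DNA probe; 0% = median of test compound wells and 100% = reference inhibitor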
TDP2 inh: TDP2 (human) inhibition, absorbance primary screen; inhibition, % at 12.8 µM; recombinant TDP2, T5PNP hydrolysis, p-nitrophenol absorbance 415 nm; AID 720702; O95551; hit rate 0.34% among 370,000;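 active = inhibition above the mean of all tested compounds plus 3 SD, set per campaign, cut at about 25% in these data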;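 note: 0% = DMSO with enzyme and 100% = buffer with substrate but no TDP2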
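Read-out basis: percent inhibition. System: recombinant human TDP2. Buffer or medium: Mg2+-containing Tris-HCl buffer, pH 7.5. Repeats: single replicate. Timing: reaction 2 h, 37 °C. Benchmarks: high control without enzyme, low control DMSO plus TDP2. Probe or stimulus: 5 mM T5PNP. Doses: 12.8 µM only. Measured by: epi absorbance of p-nitrophenol freed from T5PNP by hydrolysis.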
TCR-CD3 inh: blocks the human TCR-CD3 interaction. TAMRA-labeled TCR probe fluorescence, biochemical. inhibition, % at 9.4 µM. hit rate 0.37% among 360,000. AID 651800; in the data active = inhibition above about 19%;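 note: recombinant mutant TCR 2C K166C tagged with TAMRA read by polarization; 0% = receptor in buffer alone and 100% = receptor with positive control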
HTRA1 inh: HTRA1 (human) protease inhibition; Q92743; recombinant HTRA1, FP-rhodamine activity-based probe, fluorescence polarization; inhibition, % at 5.96 µM; hit rate 0.5% among 340,000; AID 504803; in the data active = inhibition above about 36%;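 note: 0% = enzyme with DMSO and 100% = wells lacking enzyme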
PG9 binder: binds the HIV-1 gp120 antibody PG9; TR-FRET gp120-PG9 antibody binding; inhibition, % at 6.7 µM; hit rate 0.43% among 360,000; in the data active = inhibition above about 8.5%
LEDGF integ inh: blocks HIV-1 LEDGF/p75-dependent DNA integration | TR-FRET IN-LEDGF/p75 DNA integration, Eu/Cy5 | inhibition, % at 3.7 µM | hit rate 0.64% among 370,000;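 active = inhibition above the screen-wide mean plus 3 SD, cut at about 13% in these data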;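 note: signal is the Cy5 over europium emission ratio at 671 and 618 nm; 0% = plate median of compound wells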
SIAE inh: inhibitors of human sialic acid acetylesterase SIAE; Q9HAT2; SIAE FP-Rh probe binding, fluorescence polarization; inhibition, % at 9.66 µM; hit rate 0.69% among 370,000; AID 1053197;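 active = inhibition above a cutoff: mean of compounds within the control limits plus 3 SD of those, cut at about 17% in these data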;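 note: 0% = plate median of compound wells and 100% = probe without SIAE protein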
Target sequence (Q9HAT2 whole entry, looked up): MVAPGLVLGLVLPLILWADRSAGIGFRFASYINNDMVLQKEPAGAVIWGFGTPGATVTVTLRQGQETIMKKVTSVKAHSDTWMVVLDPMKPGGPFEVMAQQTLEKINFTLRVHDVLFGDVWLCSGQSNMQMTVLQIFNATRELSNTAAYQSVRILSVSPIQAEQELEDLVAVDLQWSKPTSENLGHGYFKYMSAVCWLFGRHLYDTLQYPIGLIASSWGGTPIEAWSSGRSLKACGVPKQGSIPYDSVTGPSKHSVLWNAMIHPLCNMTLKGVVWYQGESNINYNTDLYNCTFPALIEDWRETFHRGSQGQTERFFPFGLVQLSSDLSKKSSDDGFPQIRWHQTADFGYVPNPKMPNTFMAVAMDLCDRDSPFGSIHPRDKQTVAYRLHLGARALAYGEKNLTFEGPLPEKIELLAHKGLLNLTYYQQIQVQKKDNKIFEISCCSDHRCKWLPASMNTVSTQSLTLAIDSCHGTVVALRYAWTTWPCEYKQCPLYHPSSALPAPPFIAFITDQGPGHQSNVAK
PRMT1 FP inh: inhibitors of human PRMT1; Q99873; inhibition, % at 2.79 µM; hit rate 1.3% among 370,000; recombinant PRMT1, activity-based probe fluorescence polarization;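 active = inhibition above about 21% made by adding two undisclosed values, limit read from the data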
Target sequence (Q99873 whole entry, looked up): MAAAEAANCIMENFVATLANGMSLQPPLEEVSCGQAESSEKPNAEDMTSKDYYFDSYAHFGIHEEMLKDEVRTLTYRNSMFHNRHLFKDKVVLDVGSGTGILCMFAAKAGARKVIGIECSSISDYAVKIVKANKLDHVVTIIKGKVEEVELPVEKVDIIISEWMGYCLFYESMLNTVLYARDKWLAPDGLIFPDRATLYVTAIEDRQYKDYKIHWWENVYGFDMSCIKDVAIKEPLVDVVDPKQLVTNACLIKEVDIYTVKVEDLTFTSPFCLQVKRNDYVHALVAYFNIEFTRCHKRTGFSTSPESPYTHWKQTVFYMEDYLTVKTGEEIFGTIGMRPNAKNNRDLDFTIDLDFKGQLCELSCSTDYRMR
Tn7 DDE FP: DD(E)-Tn7 binding inhibition, primary FP screen; inhibition, % at 8.3 µM; AID 720508; hit rate 0.13% among 370,000; FP displacement of FITC-Tn7 peptide from fibrin DD(E); 0% = median of compound wells per plate;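 active = inhibition above the mean of compounds falling within the control limits plus 3 SD of them, cut at about 14% in these data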;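 note: 0% = plate median of compound wells and 100% = 10 µM Aha-Tn7 peptide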
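assay system = human clot-derived fibrin DD(E) complex | quantity = Fibrin-DD(E) at 2 µM final | timing = 10 min preincubation, 3 h with tracer, room temperature | signal = fluorescence polarization | measure = percent inhibition | benchmarks = high control wells with 10 µM unlabelled Aha-Tn7 peptide (full inhibition) | replicates = singlicate testing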
ABHD4 inh: ABHD4 (mouse) inhibition, primary FP screen. Q8VD66. purified mABHD4, FP-Rh probe fluorescence polarization. inhibition, % at 8.92 µM. hit rate 0.54% among 370,000. AID 720543;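 active = inhibition exceeding the mean over every tested compound plus 3 SD, cut at about 30% in these data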;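 note: 0% = plate median of compound wells and 100% = S159A mutant with DMSO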
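Doses – 8.92 µM, single dose · Material – wild-type mouse ABHD4 protein · Replication – single well per compound (singlicate) · Measure – percent inhibition of probe binding, normalized to plate controls · Schedule – 45 min compound pre-incubation plus 60 min probe step, 25 °C · Detection – fluorescence polarization with parallel and perpendicular emission, 525/598 nm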
* marks the source's active call; other numbers are inactive results; x = no result given.

SMILES | UHRF1 binding | TDP2 inh | TCR-CD3 inh | HTRA1 inh | PG9 binder | LEDGF integ inh | SIAE inh | PRMT1 FP inh | Tn7 DDE FP | ABHD4 inh
O=S(=O)(c1ccccc1Cl)N1CCCC1c1nc(-c2ccc(Cl)cc2)no1 (configuration not stated) | -1 | -7 | -2 | -25 | -1.1 | -1 | -5 | 2 | 2 | -19
COCCNC(=O)Cn1ccc2cc(S(=O)(=O)N3CCCCCC3)ccc21 | -1 | -1 | -5 | 7 | -0.8 | 0 | 8 | 0 | 4 | -3
CCOc1ccc2nc(N3CCC(C(=O)NC4CCCCC4)CC3)sc2c1 | 15 | -9 | 6 | -4 | -4.2 | 1 | 0 | -3 | -1 | 7
O=C(c1ccccc1)N(Cc1ccccc1)Cc1ccccc1 | -1 | -16 | 5 | -7 | -0.8 | 2 | -2 | -7 | -7 | -11
Cc1cc(NC(=O)CNCC(c2ccccc2)N(C)C)c([N+](=O)[O-])cc1C (configuration not stated) | -3 | 18 | -4 | 0 | -0.4 | 6 | 7 | -5 | 0 | -3
C=CCN(CC(=O)NCc1ccc(F)cc1)C(=O)c1csnn1 | -1 | 9 | -2 | -1 | 0.7 | -1 | 1 | -5 | 7 | -13
CC(O)(c1ccccc1)C(c1ccccc1)C1CCCCN1 (configuration not stated) | 1 | -4 | 4 | -2 | -0.3 | 3 | 5 | -1 | 3 | -1
CC1CCC2(CC1)NC(=S)N(c1ccccc1)N2 (configuration not stated) | -1 | 3 | 0 | 4 | -0.6 | -1 | 7 | 5 | 1 | 5
CCCc1cc(C(=O)Nc2cccc3ccccc23)n(C)n1 | -2 | -2 | 0 | -10 | -1.5 | 5 | 6 | -1 | -6 | -4
COc1ccccc1C(=O)NCC(c1cccs1)N1CCc2ccccc21 (configuration not stated) | -4 | 11 | 3 | -13 | -1.8 | -1 | 8 | -2 | 0 | 7
O=C(CCC(=O)N(CC(=O)NC1CCCC1)c1ccccc1F)Nc1nccs1 | -1 | -8 | 9 | -5 | 0.8 | 0 | -8 | 0 | 10 | 2
Cc1ccc2c(c1)C1CN(C)CCC1N2C(=O)c1cccc(S(=O)(=O)N2CC(C)CC(C)C2)c1 (configuration not stated) | -2 | 1 | -3 | 2 | 0.5 | -6 | 2 | 4 | 4 | 8

Three of the compounds above, with two lines to a compound.
Fields – UHRF1 binding, TDP2 inh, TCR-CD3 inh, HTRA1 inh, PG9 binder, LEDGF integ inh, SIAE inh, PRMT1 FP inh, Tn7 DDE FP, ABHD4 inh
COc1ccccc1C(=O)NCC(c1cccs1)N1CCc2ccccc21 (configuration not stated)
 : -4, 11, 3, -13, -1.8, -1, 8, -2, 0, 7
O=C(CCC(=O)N(CC(=O)NC1CCCC1)c1ccccc1F)Nc1nccs1
 : -1, -8, 9, -5, 0.8, 0, -8, 0, 10, 2
Cc1ccc2c(c1)C1CN(C)CCC1N2C(=O)c1cccc(S(=O)(=O)N2CC(C)CC(C)C2)c1 (configuration not stated)
 : -2, 1, -3, 2, 0.5, -6, 2, 4, 4, 8

New compounds follow.
SMILES | UHRF1 binding | TDP2 inh | TCR-CD3 inh | HTRA1 inh | PG9 binder | LEDGF integ inh | SIAE inh | PRMT1 FP inh | Tn7 DDE FP | ABHD4 inh
CC(=O)N[C@@H](Cc1c[nH]c2ccccc12)C(=O)OCC(=O)Nc1ccc2c(c1)OCO2 | -1 | -1 | 0 | 2 | 0.4 | -1 | 8 | 2 | -1 | 9
CC(=O)NC(Cc1c[nH]c2ccccc12)C(=O)N1CCc2ccccc2C1 (configuration not stated) | 1 | 0 | -8 | 3 | 2.2 | 1 | 2 | -2 | 4 | 3
OC(CNC1CCCc2ccccc21)COc1c(Cl)cccc1Cl (configuration not stated) | -1 | 5 | 6 | -9 | -2.3 | 2 | 3 | -1 | -2 | 6
O=C(NCc1ccco1)/C(=C/c1ccccc1)NC(=O)c1ccco1 | 1 | 6 | -9 | 6 | -0.2 | -4 | 2 | -2 | -4 | 1
CC(C)(C)S(=O)N1Cc2cc(CO)cc(-c3ccccc3)c2[C@@H]1CCO (some centres not stated) | -3 | -9 | -4 | -4 | -2.3 | 0 | -4 | 2 | 1 | 0
CN(/N=C/c1ccc(C(C)(C)C)cc1)C1=NCCN1 | -1 | 7 | 3 | -1 | -0.1 | -1 | 8 | 1 | -1 | 3
Cc1cc(Nc2ncc(Cl)cc2Cl)n(-c2ccccc2C)n1 | -1 | -3 | 7 | -8 | -2.6 | 4 | -3 | 0 | -7 | -4
O=C1CSC(c2ccccn2)N1Cc1cn2ccccc2n1 (configuration not stated) | -4 | 13 | -5 | 7 | -1.0 | 4 | -5 | -2 | 1 | 1
Cc1cc(NC(=O)C2CC(=O)N(c3ccccc3Cl)C2)no1 (configuration not stated) | -1 | -10 | 6 | -2 | -2.9 | 0 | -3 | -3 | -8 | -4
COc1ccccc1NC(=O)c1csc(-n2nc(C)cc2C(F)(F)F)n1 | 4 | 1 | -8 | 0 | 4.2 | 2 | -3 | 3 | 8 | -8
O=C(CCc1ccccc1)N=C1SC2CS(=O)(=O)CC2N1c1cccc(F)c1 (configuration not stated) | -1 | -17 | 4 | -6 | -2.8 | -1 | -5 | -1 | 5 | -7
O=C(NCc1nnc2c(C(F)(F)F)cc(Cl)cn12)c1cccs1 | 2 | 2 | 4 | 1 | 1.0 | 1 | 0 | 2 | -4 | 8
CC(=O)Nc1nnc(SCC(=O)N2CCc3ccccc32)s1 | 0 | 4 | -4 | 1 | 0.2 | 3 | -3 | -7 | -3 | -4
CON(c1nc(Cl)nc(N(C)C)n1)S(=O)(=O)c1ccc(C)cc1 | -1 | -6 | 2 | -5 | 10* | 2 | 0 | -1 | 0 | 2
COc1ccccc1NC(=O)CNC(=O)c1ccc(Br)o1 | -3 | -1 | 7 | 4 | -0.1 | 6 | 7 | -4 | 8 | -2
Cc1ccc(C(=O)NC2CCS(=O)(=O)C2)cc1S(=O)(=O)N1CCCCCC1 (configuration not stated) | 23* | -2 | 1 | -1 | -2.0 | 5 | 1 | -2 | 3 | -5
CS(=O)(=O)N(CCC(=O)O)Cc1ccccc1 | -2 | 10 | -1 | 1 | 2.2 | 2 | -4 | 2 | 2 | 9
CCOC(CNC(=O)c1nnc(Cc2cc(OC)c(OC)c(OC)c2)o1)OCC | 2 | -1 | -2 | 5 | -0.5 | 4 | -3 | -1 | -5 | -3
NC(=S)NNc1ccnc2cc(Cl)ccc12 | -4 | 13 | -9 | 0 | -6.8 | -9 | 20* | 3 | 2 | 14
CCc1noc(C)c1C(=O)Nc1ccc(S(=O)(=O)N2CCCC(C)C2)cc1 (configuration not stated) | -2 | 4 | 4 | -13 | -0.5 | -4 | -3 | -2 | 7 | -1
O=C1c2ccc([N+](=O)[O-])cc2NC(c2ccco2)N1/N=C/c1ccco1 (configuration not stated) | -7 | 19 | 4 | 2 | -2.4 | 3 | 4 | 1 | 9 | 9
C=CCn1c(=NC(=O)c2ccc(S(=O)(=O)N3CCCc4ccccc43)cc2)sc2cc(S(N)(=O)=O)ccc21 | 11 | -1 | 12 | -108 | 3.7 | 4 | -63 | 3 | -4 | -46
Cc1ccc(NC(=O)C(=O)NCC2OCCc3ccccc32)cc1 (configuration not stated) | 57* | -8 | -3 | 1 | -0.3 | -3 | -3 | 5 | -2 | 4
COc1cccc(CNC(=O)Cc2c(C(=O)O)[nH]c3ccccc23)c1 | 0 | -2 | -6 | 5 | -1.9 | -2 | -5 | 0 | -3 | 4
COC(=O)[C@@]12C[C@@H](CC(=O)N3CCCCC3)C(=O)N(CCc3ccc(OC)c(OC)c3)C1=CCC(C)(C)C2 | 0 | -5 | 0 | x | -1.0 | -2 | -2 | 0 | 3 | 1
CCOC(=O)c1cnc(SC)nc1Oc1cccc(NC(=O)c2ccc(C)cc2)c1 | 0 | 6 | -1 | -3 | -1.3 | 0 | -1 | -1 | -4 | 6
O=C(c1ccc(N2CCCC2)c([N+](=O)[O-])c1)N1CCc2ccccc2C1 | 0 | -8 | -4 | -11 | -0.2 | -4 | -1 | -2 | -1 | 11
CCCCCn1nc(-c2ccccc2)c2nc3ccccc3nc21 | 4 | 4 | 0 | 6 | -1.1 | 1 | 0 | 0 | -3 | 3
O=C(O)/C=C/c1cn(Cc2ccccc2)nc1-c1ccccc1 | -1 | 2 | 2 | 3 | 3.8 | 1 | 19* | -2 | 0 | -3
O=C1C2C3C=CC(CC3)C2C(=O)N1c1ccc(Br)cc1[N+](=O)[O-] (configuration not stated) | -1 | 13 | 4 | 8 | -2.9 | -1 | 3 | -6 | 2 | -7
CSCCC(NS(=O)(=O)c1ccc(Cl)cc1)C(=O)OCC(=O)NC12CC3CC(CC(C3)C1)C2 (configuration not stated) | -2 | 6 | 5 | -9 | -1.9 | -3 | -1 | -1 | -3 | 2
COCc1c(C(=O)Nc2ccc(C)c(S(=O)(=O)N3CCOCC3)c2)oc2ccccc12 | -3 | 3 | -1 | -27 | -2.1 | 0 | -6 | -3 | 2 | -10
CCOC(=O)C1=C[C@@H](CC)N(S(=O)(=O)c2ccccc2)[C@H]1c1ccccc1 | 0 | -12 | 1 | x | -1.5 | 1 | -5 | -6 | -7 | -16
CCC1CCCCN1C(=O)COC(=O)CSc1ccc(C(N)=O)cc1[N+](=O)[O-] (configuration not stated) | 0 | 4 | -3 | 3 | 0.8 | -1 | 0 | 5 | -3 | 6
CCc1ccc(NC(=O)CC2C(=O)N(c3cccc(OC)c3)C(=O)N2CCOC)cc1 (configuration not stated) | 5 | -9 | 2 | -10 | -1.8 | 12 | 7 | -2 | -8 | 0
COc1ccccc1Cc1c(-c2ccccc2)nc2cc(C)c(Br)c(C)n12 | 4 | -7 | -7 | x | -1.8 | -3 | -6 | 6 | 4 | -10
CCOC(=O)N1CCC(N2Cc3cccc(C(=O)O)c3C2=O)CC1 | 2 | 5 | -1 | 2 | 1.8 | -4 | -6 | 3 | 4 | 5
CCOc1ccc(NC(=S)N(Cc2ccc(Cl)cc2)Cc2ccco2)cc1 | -2 | -12 | 1 | -35 | -2.1 | 0 | -5 | 4 | 1 | -19
Cc1ccc(N(C)C(=O)n2cnc3ccccc32)cc1 | 1 | -4 | 0 | 4 | 0.8 | 0 | 6 | -3 | -4 | -3
O=C(CSc1nnc(-c2cccnc2)o1)Oc1ccccc1 | 6 | 0 | -2 | -5 | 0.7 | -3 | -2 | 4 | 0 | 3
CC1=CCC(C(=O)O)C(C(=O)Nc2nc3ccc(S(C)(=O)=O)cc3s2)C1 (configuration not stated) | 5 | -6 | -8 | -2 | 1.0 | 1 | 1 | 4 | -1 | 8
C=CCSc1nccc(-c2nn(-c3ccc(C)cc3)ccc2=O)n1 | -3 | -2 | 4 | -10 | -1.9 | 2 | -1 | 3 | -4 | -4
